TRPC4 PAM: TRPC4 (mouse) allosteric potentiation; Q9QUQ5; hit rate 0.42% among 310,000; B-score at 10 µM; HEK293 TRPC4beta/mu-opioid, DAMGO EC20, Fluo-4 Ca2+ flux; hits give high values;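 active = B-score of calcium response area above 5 SD of library B-scores, with initial fluorescence ratio within 5 SD of library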;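 note: B-score of integrated fluorescence ratio over time as area under calcium response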
Target sequence (Q9QUQ5 whole entry, looked up): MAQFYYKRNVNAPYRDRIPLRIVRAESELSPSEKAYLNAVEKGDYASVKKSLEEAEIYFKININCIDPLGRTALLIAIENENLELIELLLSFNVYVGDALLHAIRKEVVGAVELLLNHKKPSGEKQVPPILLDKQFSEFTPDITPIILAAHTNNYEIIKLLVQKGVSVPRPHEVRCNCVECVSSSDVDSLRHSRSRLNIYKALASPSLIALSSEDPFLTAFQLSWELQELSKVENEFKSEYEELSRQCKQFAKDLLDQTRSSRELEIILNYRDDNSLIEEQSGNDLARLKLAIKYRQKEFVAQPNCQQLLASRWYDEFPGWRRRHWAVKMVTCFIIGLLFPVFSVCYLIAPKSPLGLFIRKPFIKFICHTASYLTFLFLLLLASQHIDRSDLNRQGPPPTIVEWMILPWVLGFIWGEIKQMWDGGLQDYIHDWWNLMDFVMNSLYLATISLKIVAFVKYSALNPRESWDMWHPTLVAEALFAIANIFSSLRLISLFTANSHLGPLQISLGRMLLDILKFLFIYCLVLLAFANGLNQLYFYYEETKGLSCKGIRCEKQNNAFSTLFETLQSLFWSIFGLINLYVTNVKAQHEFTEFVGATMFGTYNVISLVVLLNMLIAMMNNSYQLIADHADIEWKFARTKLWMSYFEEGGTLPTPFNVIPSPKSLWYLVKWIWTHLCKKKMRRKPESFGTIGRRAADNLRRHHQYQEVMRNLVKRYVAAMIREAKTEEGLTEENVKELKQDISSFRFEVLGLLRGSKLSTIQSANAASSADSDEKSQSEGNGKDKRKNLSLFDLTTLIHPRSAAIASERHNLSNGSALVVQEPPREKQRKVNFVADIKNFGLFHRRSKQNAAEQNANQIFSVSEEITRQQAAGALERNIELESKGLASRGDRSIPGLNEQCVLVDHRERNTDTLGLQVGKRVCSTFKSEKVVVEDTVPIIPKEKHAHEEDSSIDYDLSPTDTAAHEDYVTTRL
PolyA inh: inhibitors of polyadenylation in S. cerevisiae. S. cerevisiae SKY197-pL101 polyadenylation reporter, beta-gal luminescence; efflux-impaired pdr1/pdr3 knockout yeast; score 100 = 6 SD above DMSO. calls only at 12 µM. hit rate 0.02% among 300,000;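 active = lowest replicate activity score at least 50, where 100 means six control SD above control mean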;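 note: yeast exposed to compound for 9 h at 30 °C; higher score means more reporter readthrough which indicates perturbed polyadenylation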
KCNQ1 pot: potentiates or activates the human KCNQ1 potassium channel; P51787; hit rate 0.35% among 310,000; B-score at 10 µM; CHO-K1 KCNQ1, thallium flux FluxOR fluorescence; hits give high values;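 active = fluorescence ratio B-score, a plate-corrected score, at least three library SD, with initial intensity B-score within 5 SD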
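Doses: Single concentration per compound, DMSO matched to controls | Test system: KCNQ1-transfected CHO-K1 cells | Timing: 90 min dye loading and 20 min compound exposure, both at room temperature | Measured by: Kinetic FluxOR thallium fluorescence, 10-s 1-Hz baseline, 110-s post-stimulus read | Medium: Assay buffer with matched DMSO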
TRPC4 agonist: TRPC4 (mouse) channel activation. hit rate 0.49% among 310,000. B-score at 10 µM. Q9QUQ5. HEK293 TRPC4beta/mu-opioid, Fluo4 calcium fluorescence; hits give high values;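 active = B-score above 5 SD of library B-scores, and initial fluorescence ratio not above library mean plus 5 SD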;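 note: positive B-score marks a calcium rise read as TRPC4 activation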
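Assay system: HEK293 cells stably co-expressing mouse TRPC4beta and mu-opioid receptor / Timing: Fluo4 dye loading 45 min at room temperature, 110 s recording / Signal: Fluo4 calcium-sensitive dye fluorescence, kinetic, 1 Hz baseline / Read-out: integrated baseline-normalised fluorescence ratio, converted to per-well B score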
hERG rescue: hERG (human) protection from proarrhythmic block; Q12809; CHO-hERG, FluxOR thallium flux, dofetilide IC70 present; activation (rescue from dofetilide block), less the hit threshold, % at 10 µM; hit rate 0.51% among 310,000;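 active = activation above the mean of controls blocked by dofetilide plus 5 SD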;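 note: thallium influx through hERG after potassium depolarization seen as dye fluorescence rise; in these data hits start at about 4.7%; inactives centre near -7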
Platelet DG rel: modulates dense granule release in human platelets; AID 1663; hit rate 0.22% among 300,000; inhibition, %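 (compounds screened at 7.5 µM in platelet-rich plasma)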; human platelet-rich plasma, SFLLRN dense granule ATP release, luminescence;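 active = mean replicate score, as percent of positive control, at or above 50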
DYRK1A inh: blocks rat Dyrk1A kinase activity. hit rate 0.43% among 310,000. inhibition, % at 12.5 µM. ADP-Glo luminescence, NFATc1 peptide. Q63470; in the data active = inhibition above about 50%;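 note: plate controls were vehicle with enzyme for no effect and no enzyme for full effect; many of its hits are not listed in these tables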
KCNQ1 inh: human KCNQ1 channel inhibition. hit rate 1.3% among 310,000. B-score at 10 µM. P51787. CHO-K1 KCNQ1, FluxOR thallium flux fluorescence; hits give high values;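 active = compounds whose thallium flux B-score, printed positive for inhibition, exceeds three library SD while starting fluorescence stays within three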;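 note: channel opened by potassium depolarization with thallium stimulus after 20 min compound exposure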
KCNK3 block: human KCNK3 channel inhibition, primary screen; O14649; CHO-KCNK3 thallium flux, FluxOR fluorescence; hits give low values; B-score at 10 µM; hit rate 0.84% among 340,000; AID 602410;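 active = B-score under library mean minus 4 SD, starting fluorescence ratio at most library mean plus 5 SD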;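 note: more negative B-score means stronger inhibition of thallium flux through KCNK3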
KCNK9 block: human KCNK9 channel inhibition | B-score at 10 µM | Q9NPC2 | hit rate 1.2% among 310,000 | AID 488922 | HEK293 KCNK9, FluxOR thallium flux fluorescence; hits give low values;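 active = ratio B-score over 3 SD below the library mean, with starting fluorescence within 5 SD of its mean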;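 note: negative B-score means less thallium flux so channel inhibition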
TRPC4 inh: blocks the mouse TRPC4 cation channel; Q9QUQ5; HEK293 TRPC4beta/mu-opioid, DAMGO-evoked Fluo4 calcium flux; hits give low values; B-score at 10 µM; hit rate 0.39% among 300,000;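 active = B-score over 3 SD under the library average, no early fluorescence shift, positive overall ratio signal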
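Test system – stable TRPC4beta/mu-opioid receptor HEK293 cells · Probe or stimulus – DAMGO, a submaximal dose followed by a maximal one · Dosing – one concentration per compound · Signal – Fluo4 calcium fluorescence by kinetic imaging, 5 s 1 Hz baseline · Evaluation – per-well B score of integrated baseline-normalized Fluo4 ratio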
Numbers without * were called inactive; i = inactive; . = not tested or not shown. An excerpt. The share of hits here may be higher or lower than overall.

structure | KCNQ1 inh | TRPC4 inh | PolyA inh | KCNK3 block | Platelet DG rel | hERG rescue | TRPC4 PAM | KCNK9 block | TRPC4 agonist | KCNQ1 pot | DYRK1A inh
CC(C)Oc1ccc(C(=O)NC(=S)Nc2ccc(Cl)c(C(=O)O)c2)cc1 | i | i | i | i | -4 | -12 | i | i | i | i | 17
COc1cc(/C=N/NC(=O)c2ccoc2C)ccc1OCCN1CCCCC1 | i | i | i | i | 0 | -2 | i | i | i | i | 16
COc1ccc2c(c1)N(C)/C(=C/c1cccc[n+]1C)S2 | i | i | i | i | 0 | -20 | i | i | i | i | -1
COc1ccc(S(=O)(=O)NCCN2CCNC2=O)cc1OC | i | i | i | i | 0 | -7 | i | i | i | i | .
Cc1ccc(Cl)cc1NC(=O)Cn1cccc1 | i | i | i | i | 4 | -6 | i | i | i | i | -1
CC(C)(C)C(=O)Nc1cc(C(F)(F)F)ccc1N1CCOCC1 | i | i | i | i | -2 | -6 | i | i | i | i | 11
Cc1ccc(S(=O)(=O)N(C)C)cc1NC(=O)c1n[nH]c(=O)c2ccccc12 | i | i | i | i | 10 | -9 | i | i | i | i | 6
Cc1nc2c(-c3ccc(Cl)cc3)cnn2c2c1CCC2 | i | i | i | i | -2 | -9 | i | i | i | i | 1
Cc1ccc(Nc2nnc(SCC(=O)c3ccc(Br)s3)s2)c(C)c1 | i | i | i | i | 9 | -7 | i | i | i | i | -2
CCN(CC)C(=O)c1cncc(C(=O)N(CC)CC)c1-c1ccccc1 | i | i | i | i | -9 | -12 | i | i | i | i | -9
COc1ccc(CN(C(=O)c2snc(C(N)=O)c2N)C(C(=O)NC2CCCC2)c2ccc(OC)c(OC)c2)cc1 (stereo unspecified) | i | i | i | i | -8 | -22 | i | i | i | i | 17
O=C(COC(=O)CCc1c[nH]c2ccccc12)NC1CCS(=O)(=O)C1 (stereo unspecified) | i | i | i | i | -3 | -7 | i | i | i | i | 0
CCOC(=O)c1c(-c2ccccc2Cl)csc1NC(=O)c1cc(S(=O)(=O)N2CCOCC2)ccc1C | i | i | i | i | -3 | -5 | i | i | i | i | -4
COCCCn1c(-c2cccc(Cl)c2)nc2c1c(=O)[nH]c(=O)n2Cc1ccccc1 | i | i | i | i | -3 | -13 | i | i | i | i | -9
COc1ccc(N2CCn3c2nc2c3c(=O)n(CCCc3ccccc3)c(=O)n2C)c(OC)c1 | i | i | i | i | -3 | -16 | i | i | i | i | -4
Cc1onc(-c2ccccc2Cl)c1C(=O)Nc1cccc2nsnc12 | i | i | i | i | -8 | -6 | i | i | i | i | 15
CCOC(=O)C1(Cc2ccccc2Cl)CCN(S(C)(=O)=O)CC1 | i | i | i | i | 2 | -1 | i | i | i | i | 3
Clc1ccc(Cc2noc(Cc3ccccc3)n2)cc1Cl | i | i | i | i | -5 | -2 | i | i | i | i | 4
O=C(NCc1ccccn1)c1cc2ccccc2oc1=O | i | i | i | i | -4 | -5 | i | i | i | i | 11
O=C(CCS(=O)(=O)Cc1ccc(Cl)cc1)NCCCN1CCOCC1 | i | i | i | i | -14 | -11 | i | i | i | i | -6
COC(=O)c1ccc(OC(=O)/C=C/c2ccco2)cc1 | i | i | i | i | -5 | -5 | i | i | i | i | -1
COc1ccc(C(=O)NCCN2C(=O)S/C(=C\c3cccnc3)C2=O)cc1[N+](=O)[O-] | i | i | i | i | 0 | -10 | i | i | i | i | 2
N/C(=N\OC(=O)c1cccs1)c1cccc([N+](=O)[O-])c1 | i | i | i | i | 1 | -6 | i | i | i | i | 5
COc1cc2cc(CN(CCCN3CCOCC3)Cc3nnnn3Cc3ccccc3)c(=O)[nH]c2cc1OC | i | i | i | i | 5 | 0 | i | i | i | i | 7
CC(=O)Nc1cc(NC(=O)C2C3C=CC(C3)C2C(=O)O)ccc1Cl (stereo unspecified) | i | i | i | i | -7 | -7 | i | i | i | i | 3
COc1cccc(CNC(=O)Cc2c(C(=O)O)[nH]c3ccccc23)c1 | i | i | i | i | 7 | 1 | i | i | i | i | -5
CC1(C)Cc2nc3sc(C(=O)NCCCO)c(N)c3cc2CS1 | i | i | i | i | 9 | -12 | i | i | i | i | -5
C/C(=N/NC(=O)c1ccc(O)cc1)c1cccc([N+](=O)[O-])c1 | i | i | i | i | -1 | -5 | i | i | i | i | -4
CC(C)c1nc2oc3c(NCc4cccnc4)ncnc3c2c2c1CCC2 | i | i | i | i | -1 | -7 | i | i | i | i | 2
CC1CCCN(CCCNC(=O)C2CC(=O)N(c3ccc(F)c(Cl)c3)C2)C1 (stereo unspecified) | i | i | i | i | -6 | 0 | i | i | i | i | 7
Cc1cc(C)n(-c2nc(C)nc(NCc3ccccc3)n2)n1 | i | i | i | i | 5 | -4 | i | i | i | i | -9
C=CCNC(=S)NNC(=O)c1ccc(OCCC)cc1 | i | i | i | i | 2 | -2 | i | i | i | i | 7
COc1ccc(-c2noc(CCCC(=O)Nc3cccnc3)n2)cc1OC | i | i | i | i | -20 | -7 | i | i | i | i | 0
CCN1CCN(C(=O)C2(NC(=O)Nc3cccc(F)c3)CCCCC2)CC1 | i | i | i | i | 3 | 0 | i | i | i | i | -4
COc1ccccc1C1NC(=O)NC(C)=C1C(=O)OC1CCCC(C)C1 (stereo unspecified) | i | i | i | i | 1 | -13 | i | i | i | i | -2
CC(=O)OCC1OC(Nc2cccc(C)c2)C(OC(C)=O)C(OC(C)=O)C1OC(C)=O (stereo unspecified) | i | i | i | i | 20 | 2 | i | i | i | i | -3
O=C(NNS(=O)(=O)c1ccc(F)cc1)c1cc2ccccc2cc1O | i | i | i | i | -1 | -11 | i | i | i | i | 22
COC(=O)C1C(=O)CC(C)(O)C(C(=O)OC)C1c1ccccc1F (stereo unspecified) | i | i | i | i | 4 | -3 | i | i | i | i | 5
COC(=O)C1(C)NC(c2ccc(O)cc2)C2C(=O)N(c3ccc4c(c3)OCCO4)C(=O)C21 (stereo unspecified) | i | i | i | i | -3 | -4 | i | i | i | i | -4
C=CCNC(=O)COc1cc(C)cc(C)c1C | i | i | i | i | 21 | -14 | i | i | i | i | 9
CC(C)c1nnc(NC(=O)CCC(=O)N2CCN(C3c4ccccc4-c4ccccc43)CC2)s1 | i | i | i | i | 1 | -16 | i | i | i | i | -3
Cc1ccc(S(=O)(=O)Cn2nnnc2CN2CCN(Cc3ccc4c(c3)OCO4)CC2)cc1 | i | i | i | i | 0 | -8 | i | i | i | i | 0
COc1ccccc1OCC(=O)Nc1c2c(nn1-c1ccccc1)CS(=O)(=O)C2 | i | i | i | i | 5 | -6 | i | i | i | i | 0
COC(=O)c1ccccc1S(=O)(=O)N1CCC(c2nc3ccccc3o2)CC1 | i | i | i | i | 1 | -13 | i | i | i | i | 1
O=C(NC12CC3CC(CC(C3)C1)C2)N1CCC(O)(c2ccc3c(c2)OCO3)CC1 | i | i | i | i | 9 | -7 | i | i | i | i | -3
Cc1ccc(NS(=O)(=O)c2cccc(C(=O)NCCCn3ccnc3)c2)cc1 | i | i | i | i | -7 | -11 | i | i | i | i | 0
CCOc1ccccc1CNS(=O)(=O)c1cc(-c2cc(C)no2)ccc1C | i | i | i | i | -4 | -11 | i | i | i | i | -3
COc1nccnc1NS(=O)(=O)c1ccc(NS(=O)(=O)c2ccc(NC(C)=O)cc2)cc1 | i | i | i | i | 5 | -9 | i | i | i | i | -6
O=C(Cn1c(-c2ccccc2)noc1=O)NCc1ccccc1 | i | i | i | i | 9 | -4 | i | i | i | i | 7
O=c1c2nccnc2[nH]c(=S)n1Cc1ccccc1 | i | i | i | i | -2 | -13 | i | i | i | i | 20
c1ccc(CCc2nc(-c3ccccn3)no2)cc1 | i | i | i | i | 11 | -4 | i | i | i | i | -9
O=C1c2cccnc2C(Nc2ccc(Cl)cc2)N1Cc1cccs1 (stereo unspecified) | i | i | i | i | 2 | -8 | i | i | i | i | 1
Cc1ccc(S(=O)(=O)Nc2cc(C)c(O)c(Sc3n[nH]c(C)n3)c2)cc1 | i | i | i | i | -8 | -6 | i | i | i | i | -2
CC(C)(C)C(=O)NC(CC(=O)O)c1ccccc1 (stereo unspecified) | i | i | i | i | -4 | -10 | i | i | i | i | 4
O=C(CCl)NNC(=O)c1c(O)c2ccccc2[nH]c1=O | i | i | i | i | 3 | -14 | i | i | i | i | -2
CCCC(=O)Nc1cc(-c2nc3ncccc3o2)ccc1Cl | i | i | i | i | 20 | 2 | i | i | i | i | -4

Next structures
structure | KCNQ1 inh | TRPC4 inh | PolyA inh | KCNK3 block | Platelet DG rel | hERG rescue | TRPC4 PAM | KCNK9 block | TRPC4 agonist | KCNQ1 pot | DYRK1A inh
O=C(NCCSc1ncc(-c2ccc(F)cc2)[nH]1)c1ccco1 | i | i | i | i | -3 | -9 | i | i | i | i | 7
Cc1cc(C)c(/C=C(\C#N)S(=O)(=O)c2ccccc2)[nH]1 | i | i | i | i | -3 | -5 | i | i | i | i | 1
N#C/C(=C/c1cc(Cl)c(O)c(Cl)c1)C(=O)N1CCCCC1 | i | i | i | i | 8 | 0 | i | i | i | i | 5
NS(=O)(=O)c1ccc(N/N=C/C=C/c2ccccc2[N+](=O)[O-])cc1 | i | i | i | i | 7 | -3 | i | i | i | i | 3
CC(=O)Cc1nsc(Nc2ccc(Cl)cc2)n1 | i | i | . | i | . | -10 | i | i | i | i | .
CC(C)CCNC(=O)c1onc(CSc2nc3ccccc3[nH]2)c1C(=O)NCCC(C)C | i | i | i | i | -2 | -13 | i | i | i | i | -2
Cc1cc2cc(CCNS(=O)(=O)c3ccc(F)cc3)c(=O)[nH]c2cc1C | i | i | i | i | -44 | -5 | i | i | i | i | -1
O=C(Nc1ccc2c(c1)OCO2)c1ccc(NC2CC2)c([N+](=O)[O-])c1 | i | i | i | i | 13 | -8 | i | i | i | i | 7

Screens (PubChem)
